APEX1 inh: qHTS Assay for Inhibitors of the Human Apurinic/apyrimidinic Endonuclease 1 (APE1). 0.35% of 350,000 active. Potency, µM (highest dose often 65.8 µM), without a hit: at the highest dose activity change, negative = inhibition, most hits filed as inhibitors. AID 2517, 2012. recombinant APE1, TAMRA/BHQ-2 abasic DNA cleavage fluorescence. DNA repair nuclease/redox regulator APEX1 (Homo sapiens), P27695;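 also: plate controls were vehicle for no effect and reference inhibitor for full effect; nearly all actives have a fitted effect of over 55% in size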
Target sequence (P27695 whole entry, looked up): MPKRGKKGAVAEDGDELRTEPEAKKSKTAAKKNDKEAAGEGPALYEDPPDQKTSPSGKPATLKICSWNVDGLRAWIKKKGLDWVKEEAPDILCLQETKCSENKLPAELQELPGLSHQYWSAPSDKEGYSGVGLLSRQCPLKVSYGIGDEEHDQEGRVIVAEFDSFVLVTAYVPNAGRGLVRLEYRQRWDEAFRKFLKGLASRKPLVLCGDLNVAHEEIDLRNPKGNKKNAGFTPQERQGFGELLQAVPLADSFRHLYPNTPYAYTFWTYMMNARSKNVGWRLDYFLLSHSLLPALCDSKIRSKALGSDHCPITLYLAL
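Compound pre-exposure to 0.75 nM APE1, 15 min at ambient temperature. Reaction initiated with 50 nM TAMRA/BHQ-2 THF substrate, read immediately in kinetic mode, 525 nm excitation, 598 nm emission.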
BLM inh: qHTS Assay for Inhibitors of Bloom's syndrome helicase (BLM); recombinant BLM DNA unwinding, fluorescence dequenching; 0.2% of 350,000 active; AID 2528, 2010; Potency, µM (top dose mostly 56.1 µM), without a hit: at the top dose activity change, negative = inhibition, usual class: inhibitors;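 also: plate controls were vehicle for no effect and no enzyme for full effect; nearly all actives have a fitted effect of over 35% in size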
Pol eta inh: qHTS for Inhibitors of Polymerase Eta. recombinant Pol eta, fluorescent DNA replication assay. AID 588591, 2011. 1.2% of 390,000 active. Potency, µM (series often up to 114 µM), without a hit: at the top dose activity change, negative = inhibition, hits mostly inhibitors. DNA polymerase eta (Homo sapiens), Q9Y253; also: % is scaled to controls: 0 for no effect and ±100 for the full control effect
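Pol eta (10 nM) was preincubated with compounds for 15 min at room temperature, after which fluorescent replication substrate (50 nM final) was added to start the reaction. Fluorescence was read kinetically at 0 and 10 min.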
G9a inh: qHTS Assay for Inhibitors of Histone Lysine Methyltransferase G9a; Potency, µM (doses to about 102 µM), for inactives: top-dose activity, negative = inhibition, actives largely listed as inhibitors; AID 504332, 2011; 8.8% of 350,000 active; Histone-lysine N-methyltransferase EHMT2 (Homo sapiens), Q96KQ7; G9a H3K9 monomethylation, AlphaScreen, 2 h; also: % is scaled to controls: 0 for no effect and ±100 for the full control effect; nearly all actives have a fitted effect of over 75% in size
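Signal arises when biotinylated H3K9 peptide, once monomethylated, bridges streptavidin donor and antibody-captured acceptor beads. Enzyme at 20 nM was preincubated 15 min with test compounds; peptide 500 nM and SAM 20 uM then reacted for 2 h.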
Pol beta inh: qHTS Assay for Inhibitors of DNA Polymerase Beta. Pol beta primer extension/strand displacement, fluorescence kinetic. Potency, µM (highest dose often 114 µM), inactives show at the highest dose activity change, negative = inhibition, hits mostly inhibitors. 1.3% of 340,000 active; also: % is scaled to controls: 0 for no effect and ±100 for the full control effect
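Kinetic readout of DNA synthesis with strand displacement by Pol beta. Compound and 10 nM enzyme sit 15 min at room temperature; 50 nM substrate starts the reaction, read immediately and at 10 min.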
Pol iota inh: qHTS for Inhibitors of Polymerase Iota; AID 588590, 2011; Pol iota fluorescent replication assay, 10 min; 1% of 390,000 active; Potency, µM (doses to about 115 µM), for inactives: at the top dose activity, negative = inhibition, usual class: inhibitors
Target sequence (Q9UNA4 whole entry, looked up): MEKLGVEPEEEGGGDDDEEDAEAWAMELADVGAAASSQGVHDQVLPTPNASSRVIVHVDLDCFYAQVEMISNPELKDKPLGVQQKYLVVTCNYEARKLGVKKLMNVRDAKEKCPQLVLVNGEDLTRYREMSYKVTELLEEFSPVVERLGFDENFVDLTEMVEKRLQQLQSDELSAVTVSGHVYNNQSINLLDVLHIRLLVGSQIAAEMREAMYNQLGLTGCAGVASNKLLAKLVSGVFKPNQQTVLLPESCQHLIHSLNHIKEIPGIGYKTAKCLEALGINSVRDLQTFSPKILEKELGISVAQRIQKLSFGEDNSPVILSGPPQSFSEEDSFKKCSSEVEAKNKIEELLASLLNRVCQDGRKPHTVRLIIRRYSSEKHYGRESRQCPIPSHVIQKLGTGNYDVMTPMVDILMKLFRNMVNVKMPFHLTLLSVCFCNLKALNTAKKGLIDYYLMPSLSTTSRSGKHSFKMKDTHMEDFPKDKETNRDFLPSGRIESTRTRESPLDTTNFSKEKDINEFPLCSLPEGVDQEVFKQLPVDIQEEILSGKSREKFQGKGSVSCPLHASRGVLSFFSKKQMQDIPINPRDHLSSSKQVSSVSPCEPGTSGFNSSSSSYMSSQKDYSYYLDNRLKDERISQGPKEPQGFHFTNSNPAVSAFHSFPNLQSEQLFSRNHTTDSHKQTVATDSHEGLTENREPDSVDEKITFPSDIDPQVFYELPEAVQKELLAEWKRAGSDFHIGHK
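Pol iota at 10 nM preincubated 15 min with compounds at room temperature; reaction started with fluorescent substrate, 50 nM final. Fluorescence read kinetically at 0 and 10 min; buffer-only wells as negative control.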
JMJD2A Tudor: qHTS Assay for Inhibitors of JMJD2A-Tudor Domain. Lysine-specific demethylase 4A (Homo sapiens), O75164. AlphaScreen JMJD2A-Tudor / H3K4me3 peptide binding. Potency, µM (titrated, usually from 114 µM), for the others: at the highest dose activity change, negative = inhibition, hits mostly inhibitors. 4.4% of 390,000 active; also: % is scaled to controls: 0 for no effect and ±100 for the full control effect; nearly all actives have a fitted effect of over 50% in size
BAZ2B block: qHTS Assay for Inhibitors of BAZ2B; AlphaScreen BAZ2B-H3K14Ac peptide displacement; Potency, µM (top dose mostly 114 µM), for the others: top-dose activity change, negative = inhibition, actives largely listed as inhibitors; 4.4% of 360,000 active; AID 504333, 2011; also: % is scaled to controls: 0 for no effect and ±100 for the full control effect; nearly all actives have a fitted effect of over 60% in size
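Inhibition is scored as reduced AlphaScreen emission. The BAZ2B/b-H3(5-23)K14Ac complex (50 nM each) in PBS pH 7.4, 0.01% Tween-20 meets compound (up to 110 uM) for 30 min at RT before bead addition.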
POLK inh: qHTS for Inhibitors of Polymerase Kappa; 0.53% of 400,000 active; DNA polymerase kappa (Homo sapiens), Q9UBT6; Potency, µM (highest dose often 107 µM), inactives show at the highest dose activity, negative = inhibition, hits mostly inhibitors; purified Pol kappa, fluorescent DNA synthesis assay, 10 min; also: % is scaled to controls: 0 for no effect and ±100 for the full control effect
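50 nM final substrate added after 15 min RT preincubation of 10 nM Pol kappa with compound; fluorescence read at 0 and 10 min.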
* hit, by the source's call; ? = inconclusive; . = not tested or not shown; & = joins results of further samples; [ ] = another dose, or the depositor's remark. Calls follow the shape of the dose curve; as a rule, active = well fitted curve in the direction sought with a large enough effect; inconclusive = small, poorly fitted or top-dose-only effect, or another doubt; inactive = no such curve, though single readings can be large; an effect the other way counts as inactive or inconclusive. Potency is read from the fitted curve at half-maximal effect.

SMILES | APEX1 inh | BLM inh | Pol eta inh | G9a inh | Pol beta inh | Pol iota inh | JMJD2A Tudor | BAZ2B block | POLK inh
CC(OC(=O)c1c[nH]c2ccccc12)C(=O)N1CCCC1 (stereo unspecified) | -6% | . | -15% | -14%[2.33 µM] | . | 33%[activator] | 9% | -6% | 5%
CN1C(=O)Cc2cc(S(=O)(=O)CCC(=O)Nc3ccc(Cl)c(C(F)(F)F)c3)ccc21 | . | -3% | 3% | -13%[59 µM] | 17% | -8% | -7% | 0% | -2%
CCCOc1ccc(/C=N/NC(=O)CN2CCCCC2)cc1OCC | 29% | -6% | -3% | -2% | 31% | 1% | -10% | -9% | -20%
CC(=O)c1ccc(OCC(=O)OCC(=O)NCc2ccco2)cc1 | -6% | . | 0% | -17%[12.7 µM] | . | -10% | 4% | -1% | 5%
Cc1nc(Nc2ccccc2)sc1C(=O)Nc1ccccc1 | -9% | -8% | -5% | . | -25% | 138%[activator] | -23% | -39% | -5%
CCOc1cc(N2CCOCC2)c(OCC)cc1NC(=O)CN1C(=O)NC2(CCc3ccccc32)C1=O (stereo unspecified) | -1% | 1% | -3% | ? | -18% | 13% | -14% | -31% | -2%
O=C1C(=NO)CCCc2ccccc21 | . | . | -4% | . | . | 26% | -20% | . | -6%
Cc1ccc2[nH]c3c(=O)n(CC(=O)N4CCN(c5cccc(C(F)(F)F)c5)CC4)ncc3c2c1 | . | 2% | -18% | -3%[59 µM] | 14% | 32%[activator] | 2% | -6%[57.1 µM] | 9%
CN(C)CCOC(=O)C1(c2ccccc2)CCCC1 | 6% | -2% | 3% | -15% | 4% | 8% | -18% | 0% | -7%
CCOC(=O)c1ccc(S(=O)(=O)N2CCN(CC(=O)NC(=O)NC(C)(C)C)CC2)cc1 | 13% | -2% | -6% | 9% | 35% | 5% | -8% | 2% | -15%
CC(=O)NCCc1ccc(S(=O)(=O)Nc2ccc(C)c(S(=O)(=O)N3CCOCC3)c2)cc1 | 22% | 3% | -10% | 47% | 2% | -28% | -11% | -24% | -10%
Cc1ccc(C(=O)OCC(=O)NC2CCCC(C)C2C)cc1S(=O)(=O)N1CCCCC1 (stereo unspecified) | 14% | . | -21% | 2%[12.7 µM] | . | 20% | -15% | -4% | -4%
O=C(NNC(=O)c1ccco1)c1ccc(NS(=O)(=O)c2cccs2)cc1 | 7% | . | 3% | 3%[0.501 µM] | . | 19% | -18% | 8% | -15%
Nc1ccc(C(=O)OCC(=O)Nc2cccc(S(=O)(=O)NC3=NCCCCC3)c2)cc1[N+](=O)[O-] | ? | . | -9% | . | . | 65%[activator] | -18% | . | -3%
CCc1nnc(NC(=O)/C=C/c2cccs2)s1 | 6% | -1% | -18% | -16% | 14% | 122%[activator] | -6% | ? | 5%
O=C(CSc1nnc(-c2ccc(O)cc2)o1)Nc1ccc2c(c1)OCCO2 | -3% | -3% | 4% | -11%[59 µM] | -1% | 7% | -9% | 6% | -20%
COc1ccc(/C=C/C(=O)NC2CC3CCC2C3)cc1 (stereo unspecified) | 10% | -3% | 7% | 15%[0.501 µM] | -2% | 19% | 3% | 1% | 7%
S=C(NCc1ccc2c(c1)OCO2)Nc1ccc(-c2nc3ccccc3[nH]2)cc1 | -7% | -12% | ? | ? | 18% | -11% | ? | ? | -14%
N#Cc1c(N2CCN(c3ccc([N+](=O)[O-])cc3)CC2)[n+](=O)c2ccc(Cl)cc2n1[O-] | . | . | -10% | . | . | 6% | -12% | . | -3%
O=C(NC1CC1)c1scc2c1OCCO2 | -2% | 0% | -10% | -3% | 23% | 22% | -3% | 3% | -16%
Cc1ccccc1-c1nc(SCC(=O)NCc2ccc(F)cc2)c2c(=O)n(C)c(=O)n(C)c2n1 | . | -2% | . | -4%[59 µM] | 4% | 1% | -6% | 7% | -11%[60.1 µM]
CCOc1ccccc1CN1CCNC(=O)C1CC(=O)NCCCn1cccn1 (stereo unspecified) | 76%[activator] | 3% | -7% | 79µM* | 50% | 8% | -12% | ? | 9%
CN(C(=O)CN1CCN(c2ccc([N+](=O)[O-])cn2)CC1)c1ccccc1 | -3% | -1% | 1% | 25%[0.501 µM] | 13% | 23% | 3% | -11% | 23%
NNC(=O)C(=O)/C=C1\NC2(CCCC2)Cc2ccccc21 | 2% | -9% | 3% | -7%[59 µM] | -3% | 6% | -34% | ? | -5%
C[C@@]12CCC(=O)C[C@@H]1CC(=O)[C@H]1[C@H]3CCC[C@]3(C)C(=O)C[C@@H]12 (tested in a mixture with another compound) | 1%[21 µM] | 1%[21.4 µM] | . | 13%[21.5 µM] | . | . | . | . | -1%[12 µM]
O=c1[nH]c2ccccc2nc1-c1ccc(Cl)cc1 | 0% | -8% | -6% | -18%[59 µM] | 1% | 62%[activator] | -5% | 0% | -1%
CN1CCNC(=O)C1CC(=O)NCC1(c2ccccc2)CCCCC1 (stereo unspecified) | 6% | -1% | -4% | -31% | -7% | 36%[activator] | -20% | -13% | -12%
CCOC(=O)c1cc(=O)n2c(nc3ccccc32)[nH]1 | -10% | . | -12% | 16%[2.33 µM] | . | 22% | -11% | 6% | 0%
CCOC(=O)N1CCC(N2C(=O)c3ccc(C(=O)Nc4ccc(F)cc4F)cc3C2=O)CC1 | 0% | 2% | -11% | 13% | 0% | 20% | -17% | 10% | -3%
CCOc1cc(-c2nc(-c3ccc(Br)cc3)no2)cc(OCC)c1OCC | . | -6% | -9% | 16%[59 µM] | 13% | 10% | -2% | 11% | -11%
COCC1CCN(C(=O)c2cc(COc3cncc(Cl)c3)on2)C1 (stereo unspecified) | -5% | 3% | 3% | . | 7% | 3% | 8% | -6% | -11%
CC(=O)c1ccc(NC(=O)C(C)N(C)CC(=O)Nc2ccc(Cl)cc2)cc1 (stereo unspecified) | 1% | -6% | -11% | 16%[59 µM] | -6% | 25% | -12% | -36% | -2%
CCOc1ccc2nc(NC(=O)CSc3nnc(-c4ccncc4)n3CC3CCCO3)sc2c1 (stereo unspecified) | -1% | -4% | -11% | 2%[59 µM] | 21% | 16% | -2% | . | 2%
C[C@]12c3[nH]c4cc(-c5ccco5)ccc4c3CCN1C(=O)[C@@H](CC(=O)NCCCn1ccnc1)C[C@@H]2C(=O)N1CCCCC1 | 5% | . | -4% | . | . | -1% | ? | . | 8%
Cc1ccc(CNS(=O)(=O)c2c(C)[nH]c(C)c2C(=O)N2CCCCC2)o1 | 9% | 0% | -19% | -11%[59 µM] | 8% | 41%[activator] | -21% | -28% | 0%
C=CCN(CC=C)C(=O)c1ccncc1 | -2% | -2% | -10% | 4%[12.7 µM] | -1% | 17% | -15% | 5% | -13%
Cc1ccc(-n2c(-c3ccco3)nc3c(cnn3-c3ccccc3C)c2=O)cc1 | 2% | -8%&-5% | -14%&-18% | -11%[59 µM] | -3%&-1% | -1%&14% | -34%&-30% | -2% | -20%&-7%
O=C(CN1C(=O)c2ccccc2C1=O)Nc1ccc(Cl)cn1 | 2% | -8% | 15% | ? | -15% | 74%[activator] | -20%[11.4 µM] | 1% | -17%
CC(C)CCNC(=O)C1CCN(S(=O)(=O)c2cccc3nsnc23)CC1 | . | -2% | 4% | -16%[59 µM] | 50% | -13% | -8% | . | -4%
COc1cccc(/C=C2\NC(=O)NC2=O)c1O | 9% | 0% | 5% | -19% | 4% | 10% | 2% | -2% | 1%

Compounds from the list above with a thiophene ring, fused or not:
SMILES | APEX1 inh | BLM inh | Pol eta inh | G9a inh | Pol beta inh | Pol iota inh | JMJD2A Tudor | BAZ2B block | POLK inh
O=C(NNC(=O)c1ccco1)c1ccc(NS(=O)(=O)c2cccs2)cc1 | 7% | . | 3% | 3%[0.501 µM] | . | 19% | -18% | 8% | -15%
CCc1nnc(NC(=O)/C=C/c2cccs2)s1 | 6% | -1% | -18% | -16% | 14% | 122%[activator] | -6% | ? | 5%
O=C(NC1CC1)c1scc2c1OCCO2 | -2% | 0% | -10% | -3% | 23% | 22% | -3% | 3% | -16%

Going on with the list:
SMILES | APEX1 inh | BLM inh | Pol eta inh | G9a inh | Pol beta inh | Pol iota inh | JMJD2A Tudor | BAZ2B block | POLK inh
CC(C)CNC(=O)c1cccc(NC(=O)C(C)Oc2ccccc2)c1 (stereo unspecified) | 2% | -3% | -7% | 11%[59 µM] | -3% | 24% | -8%[11.4 µM] | -10% | 2%
COc1ccc(C(C)=O)cc1CSc1ccc(S(=O)(=O)N2CCOCC2)cn1 | -15% | . | -10% | 5%[12.7 µM] | . | 5% | -17% | 4% | -7%
Cc1ccnc(N2C(=O)c3ccccc3C2Nc2cccc(C)c2C)c1 (stereo unspecified) | -3% | 3% | -17% | 9%[59 µM] | -13% | 1% | -8% | -6% | 3%
COc1ccccc1/C=C(\NC(=O)c1ccc(OC)c(OC)c1)C(=O)Nc1cccc([N+](=O)[O-])c1 | 1% | 0% | 3% | 10%[59 µM] | 1% | 40%[activator] | -1% | 8% | -15%
Cn1c(=O)cc(N2CCc3ccccc32)[nH]c1=O | 3% | 0% | -4% | -30% | -2% | ? | -15% | 10% | -3%
Cc1cccc(OCC(=O)Nc2ccc3oc(=O)ccc3c2)c1C | 62%[activator] | -6% | -19% | 50µM* | 1% | 4% | -1% | -12% | -2%
O=C(NC12CC3CC(CC(C3)C1)C2)C1CCCN1C(=O)NC1CCCCC1 (stereo unspecified) | -2% | -3% | -8% | -5%[59 µM] | 2% | 14% | -11% | 2% | -2%
CCc1nc(N2CCOCC2)c(C#N)c2c1COC(C)(C)C2 | 5% | 0% | -7% | 19%[59 µM] | 16% | -9% | 9% | 1% | 11%
Cc1ccc(NC(=O)Cn2c(=O)ccn(Cc3ccccc3)c2=O)cc1S(=O)(=O)N1CCOCC1 | . | . | -17% | . | . | 54%[activator] | -1% | . | -4%
Cc1ccc(CSc2nc3ccncc3n2CC(=O)Nc2cc(C)cc(C)c2)cc1 | 1% | -6% | -13% | -31% | 0% | -23% | -12% | -7% | 0%
CC(=O)Nc1cccc(NC(=O)CCn2cnc3cc(C)c(C)cc32)c1 | 1% | 2% | ? | 8% | 25µM* | ? | -13% | -2% | -32%

Assay outcomes: PubChem BioAssay, National Center for Advancing Translational Sciences (NCATS)

A portion of the library; rates above refer to the full screens.
